# Screening results as filed in PubChem.
# CHRM5 antagonist: blocks acetylcholine activation of human M5 receptor | P08912 | CHO-hM5 cells, Fluo-8 calcium fluorescence, ACh EC80 | inhibition, % at 3 µM | hit rate 0.59% among 360,000 | AID 624040;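 active = inhibition above a per-plate cutoff, the mean of that plate's test compounds plus 3 SD, cut at about 27% in these data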;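 also: 0% = acetylcholine EC80 with DMSO and 100% = DMSO without agonist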
# Target sequence (P08912 whole entry, looked up): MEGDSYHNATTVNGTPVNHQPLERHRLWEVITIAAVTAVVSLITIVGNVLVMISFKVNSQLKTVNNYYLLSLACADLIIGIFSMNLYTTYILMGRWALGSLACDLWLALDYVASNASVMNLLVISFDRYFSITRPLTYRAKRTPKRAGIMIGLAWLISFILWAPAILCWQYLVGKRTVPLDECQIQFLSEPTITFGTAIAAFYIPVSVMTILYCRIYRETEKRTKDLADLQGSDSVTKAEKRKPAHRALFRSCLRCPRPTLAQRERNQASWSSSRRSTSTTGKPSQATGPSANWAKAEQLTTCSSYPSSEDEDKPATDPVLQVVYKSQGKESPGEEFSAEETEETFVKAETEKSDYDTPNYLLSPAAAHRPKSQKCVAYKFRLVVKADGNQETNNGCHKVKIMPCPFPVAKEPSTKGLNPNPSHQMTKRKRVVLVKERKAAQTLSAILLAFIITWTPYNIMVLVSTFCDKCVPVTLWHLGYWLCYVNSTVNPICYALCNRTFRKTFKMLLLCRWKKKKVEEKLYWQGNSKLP
# CHRM5 agonist: agonists of human muscarinic M5 receptor (CHRM5) | P08912 | CHO-K1 hM5 cells, Fluo-8 calcium fluorescence; 0% DMSO wells, 100% maximal acetylcholine response | activation, % at 3 µM | hit rate 0.19% among 360,000 | AID 624037;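 active = activation above the run's mean over test compounds plus 3 SD, cut at about 23% in these data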;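 also: signal is peak over basal fluorescence ratio across the kinetic read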
# M1 antag: antagonists of human M1 muscarinic receptor. P11229. CHO-K1 hM1, Fluo-8 calcium fluorescence, ACh EC80 antagonist. inhibition, % at 3 µM. hit rate 1.3% among 360,000;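 active = percent inhibition above its own plate's cutoff, namely the mean of that plate's compound wells plus 3 SD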;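 also: peak over basal fluorescence ratio during 140 s after agonist addition; 0% = ACh EC80 plus DMSO and 100% = DMSO alone without agonist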
# CHRM1 PAM: human CHRM1 positive allosteric modulation; P11229; CHO-K1 hM1, Fluo-8 calcium fluorescence, ACh EC20; 0% = ACh EC20, 100% = maximal ACh; activation, % at 3 µM; hit rate 0.088% among 360,000; AID 588819; in the data active = activation above about 19%, passing the limit was not always enough
# CHRM5 PAM: positive allosteric modulators of human muscarinic M5 receptor; P08912; hit rate 0.3% among 360,000; activation, % at 3 µM; CHO-K1 hM5, Fluo-8 calcium, ACh EC20 PAM; 0% = ACh EC20, 100% = ACh EC100;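 active = activation above the run cutoff, the mean activation of all test compounds plus 3 SD, cut at about 18% in these data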
#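 Assay system – human M5 receptor in CHO-K1 cells · Read-out – % activation, ACh-normalized · Technique – Fluo-8 calcium fluorescence · Dosing – single-point, 3 µM nominal · Incubation – Fluo-8 loading 80 min at 37 °C plus 30 min room temperature · Repeats – singlicate, one well per test compound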
# CHRM4 antagonist: CHRM4 antagonism in calcium assay | P08173 | CHO-hM4 cells, ACh EC80, Fluo-8 calcium fluorescence | inhibition, % at 3 µM | hit rate 0.73% among 360,000 | AID 624125;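 active = inhibition above its plate's cutoff, the mean inhibition of sample wells plus 3 SD, cut at about 27% in these data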;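 also: 0% = acetylcholine EC80 with DMSO and 100% = DMSO without agonist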
# Target sequence (P08173 whole entry, looked up): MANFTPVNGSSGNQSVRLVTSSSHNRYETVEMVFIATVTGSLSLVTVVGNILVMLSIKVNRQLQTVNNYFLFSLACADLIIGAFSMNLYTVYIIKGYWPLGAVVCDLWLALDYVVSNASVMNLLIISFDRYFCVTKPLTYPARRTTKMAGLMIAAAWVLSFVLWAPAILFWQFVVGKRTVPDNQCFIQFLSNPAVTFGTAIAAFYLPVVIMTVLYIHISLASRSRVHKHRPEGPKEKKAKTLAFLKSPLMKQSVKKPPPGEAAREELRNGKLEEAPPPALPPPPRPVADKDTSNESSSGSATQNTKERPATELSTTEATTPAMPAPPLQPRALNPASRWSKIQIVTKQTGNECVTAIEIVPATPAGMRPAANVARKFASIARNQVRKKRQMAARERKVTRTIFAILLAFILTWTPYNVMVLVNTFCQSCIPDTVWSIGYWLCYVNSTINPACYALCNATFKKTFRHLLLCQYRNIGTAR
# CHRM1 agonist: human M1 muscarinic receptor agonism; CHO-K1 hM1, Fluo-8 calcium fluorescence, agonist mode; 0% DMSO, 100% acetylcholine EC100; hit rate 0.33% among 360,000; P11229; activation, % at 3 µM;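 active = activation above the run's mean compound activation plus 3 SD, cut at about 16% in these data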;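 also: peak over basal fluorescence ratio within a 140 s kinetic read after compound addition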
# TAAR1 ag: agonists of human TAAR1. CHO RD-HGA16 TAAR1, Fluo-8 calcium fluorescence; vehicle wells 0%, saturating PEA agonist 100%. activation, % at 3 µM. Q96RJ0. AID 624467. hit rate 0.99% among 360,000;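 active = activation above the mean activation of all test compounds in the run plus 3 SD, cut at about 38% in these data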
#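 Assay system – CHO-derived RD-HGA16 cells with stable Gα16 and human TAAR1 · Compound dosing – one-point dosing at 3 µM (nominal) · Incubation – 17-24 h seeding, 75 min 37 °C dye, 30 min RT · Measured by – kinetic Fluo-8 calcium fluorescence · Control set – DMSO vehicle as 0%, PEA at EC100 as 100% · Repeats – single well for each compound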
# M4 ag: agonists of human muscarinic M4 receptor (CHRM4); P08173; CHO-K1 hM4/Gqi5, Fluo-8 calcium fluorescence; vehicle 0%, full acetylcholine response 100%; activation, % at 3 µM; hit rate 0.14% among 360,000; AID 624127;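 active = activation above the run mean over all test wells plus 3 SD, cut at about 32% in these data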;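 also: peak over basal fluorescence ratio per well then scaled between controls; 0% = DMSO wells and 100% = acetylcholine at EC100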
# Starred values were filed as active, the others as inactive; / = no result given. Only part of the results is shown; count on the stated rates, not on these rows.
SMILES,CHRM5 antagonist,CHRM5 agonist,M1 antag,CHRM1 PAM,CHRM5 PAM,CHRM4 antagonist,CHRM1 agonist,TAAR1 ag,M4 ag
CC1CCN(CCCNC(=O)C2CCC(CNS(=O)(=O)c3cccc4nsnc34)CC2)CC1 (stereo unspecified),-1.5,-9.2,65.0*,-23.1,-9.5,15.8,-6.0,0.3,1.5
O=C(NCc1nc(-c2ccc(C(F)(F)F)cc2)no1)Nc1ccc(F)cc1F,-6.2,4.0,-9.7,-2.7,4.3,1.4,-0.1,0.7,1.2
O=C(c1ccc(NC2=NC3CS(=O)(=O)CC3S2)cc1)N1CCc2ccccc2C1 (stereo unspecified),5.7,3.2,7.8,-1.8,-9.7,-5.8,-4.2,-0.4,0.3
O=C(NCCN1C(=O)S/C(=C\c2cccnc2)C1=O)c1cccc(OC(F)F)c1,3.8,2.9,-3.6,-0.3,-6.3,1.7,-8.2,3.2,7.5
Clc1ccc(CN2CCN(/N=C/c3cccnc3)CC2)cc1,-0.8,-5.5,-14.6,12.4,9.0,-1.6,-3.3,2.5,1.9
Cc1ccc(NC(=O)c2nc[nH]c2C(=O)NCC(=O)OC(C)(C)C)cc1,10.2,-1.6,1.1,1.6,-1.2,4.6,-3.0,0.4,1.8
CCCC(=O)N(CCN(C(=O)CCC)c1ccccc1)c1ccccc1,-1.7,-3.6,3.3,5.0,-1.4,7.7,-4.7,3.5,-1.1
CC(C)CCNCC(O)CON=C1c2ccccc2-c2ccccc21 (stereo unspecified),-1.1,1.7,-1.6,4.5,5.4,4.0,-5.8,19.4,8.3
Cc1cc(S(=O)(=O)N2CCOCC2)ccc1NC(=O)c1ccc(F)cc1,-3.7,-1.3,-16.2,11.1,4.2,-0.9,-0.2,1.1,3.9
NNC(=O)CS(=O)(=O)CS(=O)(=O)CC(=O)NN,16.7,0.4,-1.8,2.1,-12.8,5.8,-0.6,2.5,13.5
O=S(=O)(NCCSc1ccccn1)c1ccc(Br)cc1,3.9,-3.1,-1.6,9.9,-4.4,10.0,-10.4,1.9,-0.8
O=C(Nc1ccc2c(c1)C(=O)OC2)c1ccc(Cl)cc1,5.8,-2.3,-3.2,1.4,-0.9,-9.7,-4.2,1.3,1.2
CCN1C(=O)[C@H]2[C@@H](c3ccc(-c4ccc(OC)cc4)cc3)N[C@@](Cc3ccccc3)(C(=O)OC)[C@H]2C1=O,2.0,2.9,0.1,4.2,2.5,-1.3,-0.7,9.4,1.9
CC(NC(=O)C1CCCCC1)c1ccc2c(c1)OCCO2 (stereo unspecified),1.1,-1.5,-16.2,15.0,-0.7,-1.0,-3.1,8.2,1.1
Cn1c(=O)oc2cc(S(=O)(=O)NCCC(=O)N3CCN(c4ccccc4)CC3)ccc21,8.2,-5.8,-5.1,1.2,-4.9,2.9,-2.8,5.7,3.0
Cc1ccc(/C=C2/C(=O)ON=C2c2ccccc2)o1,5.4,5.2,-3.0,6.3,4.4,-2.3,1.1,0.1,0.7
CCn1c(SCc2nc3sc(C(=O)O)c(C)c3c(=O)[nH]2)nnc1-c1ccc(Cl)cc1,5.0,0.6,-8.0,7.9,1.4,-2.8,-2.5,3.5,-0.6
COc1ccccc1C(=O)Nc1ccc(Br)c2cccnc12,1.2,3.7,-2.8,0.4,0.4,4.3,-5.5,-1.1,0.3
C=CCn1c(CCCOc2ccc(Cl)cc2Cl)nnc1SCC(=O)Nc1nccs1,-2.6,-1.0,-19.2,4.8,-3.3,-4.4,-0.4,25.6,0.9
Cc1ccccc1-c1n[nH]c(=S)o1,-8.7,0.1,-11.6,5.2,0.4,11.2,-1.8,1.4,0.7
CC1CC(O)C(C)CN1 (stereo unspecified),13.3,0.8,10.6,-5.3,-7.6,-12.5,-2.6,12.7,0.5
Cc1nnc(NC2(C(F)(F)F)C(=O)Nc3c2c(=O)n(C)c(=O)n3C)s1 (stereo unspecified),-2.3,-2.1,-23.7,5.6,10.3,-0.5,-3.0,2.2,0.9
O=S(=O)(c1ccc(F)cc1)N1CCC(N2CCCC2)CC1,-3.5,-4.5,12.3,-9.9,0.8,-10.0,-12.6,/,2.6
C/C(=N\NC(=O)c1ccc(COc2ccccc2)cc1)c1ccncc1,7.5,0.4,3.5,4.3,-7.4,3.9,-6.5,-0.4,1.3
Cc1ccc(C)c(N2C(=O)C3C4C=CC(CC4)C3C2=O)c1 (stereo unspecified),0.7,4.5,-23.7,18.2,2.1,-2.1,1.9,4.7,2.0
O=C(Nc1ccc(N2CCOCC2)cc1)c1csc([C@@H]2O[C@H](CO)[C@H](O)[C@H](O)[C@H]2O)n1,3.5,0.9,-9.8,6.9,1.4,0.2,-3.4,1.3,0.1
CC(=O)C1=C(O)C(=O)N(c2ccc(C(=O)O)cc2)C1c1ccc([N+](=O)[O-])cc1 (stereo unspecified),9.9,-2.0,-6.7,6.3,-2.9,4.5,-1.8,1.7,0.2
C/C(=N\NC(=O)CN1CCN(Cc2ccccc2)CC1)c1cccs1,4.7,0.1,-6.5,6.3,5.6,-7.0,-6.8,0.5,0.4
O=C(COC(=O)C1COc2ccccc2O1)Nc1ccccc1OC(F)F (stereo unspecified),-5.0,2.6,-3.7,3.7,-2.4,1.9,-3.0,-0.1,1.4
COc1cc(Cl)c(C)cc1NC(=O)c1ccccc1-n1cnnn1,16.6,-3.0,-10.2,4.3,0.2,-6.6,-2.9,1.5,2.3
COc1cc(C2c3cc4c(cc3OC(NCCc3ccccc3)C2C)OCO4)cc(OC)c1OC (stereo unspecified),11.4,7.9,-1.6,1.9,-3.6,1.2,1.6,96.9*,0.1
O=S(=O)(Nc1ccc2c(c1)OCCO2)c1ccc(F)cc1,-3.9,-2.4,6.2,-5.6,-8.8,1.2,-1.2,40.3*,3.4
COc1ccc(CN2CCCCCC2)cc1,-3.8,-1.5,-6.1,4.0,6.0,-8.9,-8.1,0.6,0.9
CCN(CC)S(=O)(=O)c1ccc(NC(=O)C2CCCO2)cc1 (stereo unspecified),-2.8,1.8,-43.8,20.5,-6.9,-9.9,2.0,8.4,0.9
Cc1ccc(CSCCC(=O)NCCc2ccc(Cl)cc2)cc1,2.1,-0.8,6.5,-5.7,0.9,9.1,-3.6,-1.5,-0.1
CCCN1CCC(NC(=O)CC2C(=O)NCCN2Cc2ccccc2C)CC1 (stereo unspecified),-6.3,1.0,0.8,12.4,13.7,5.2,1.5,2.3,1.0
O=S(=O)(NCc1cccnc1)c1cccc2cccnc12,1.1,2.0,-2.9,7.6,-8.6,-2.2,0.9,5.6,2.3
CC1S/C(=N/N=C/c2cccs2)NC1=O (stereo unspecified),-5.1,-1.8,-2.7,0.8,0.4,-0.7,-3.1,-0.7,-0.2
Cc1nnc(SCC(=O)Nc2ncc(Cc3ccc(F)cc3)s2)n1N,0.4,0.2,5.6,-8.1,-1.9,-1.3,-2.0,9.7,0.1
CC(C)CCN(C(=O)CCSc1ccc(F)cc1)c1c(N)n(Cc2ccccc2)c(=O)[nH]c1=O,-2.2,4.9,-9.5,4.3,3.4,-11.0,0.5,0.2,0.5
Cc1sc2nc(C(C)Nc3ccccc3N3CCOCC3)[nH]c(=O)c2c1C (stereo unspecified),4.3,-12.5,3.3,0.8,-21.6,0.9,-2.1,3.2,3.3
CN(Cc1ccccc1)C(=O)c1ccc(NC(=O)Cc2ccc(NC(=O)C3CCCN(S(=O)(=O)c4cccc([N+](=O)[O-])c4)C3)cc2)cc1 (stereo unspecified),12.5,0.3,8.3,-5.0,-7.0,-5.6,-2.4,1.2,0.9
O=C(c1cc(COc2ccc(F)cc2F)on1)N1CCCC(c2ccccc2)C1 (stereo unspecified),5.4,-11.9,1.0,-3.7,-12.6,3.2,-5.3,1.4,6.9
CCOC(=O)c1cc2c(c(-c3cccc(C#Cc4ccc(OC)c(OC)c4)c3)n1)[C@@H](CCO)N(S(=O)C(C)(C)C)C2 (stereo partly specified),7.9,2.9,-29.6,6.2,1.6,-9.3,-1.6,3.6,17.1
Cc1ccc(NC(=O)COC(=O)C2CC2C)c(S(=O)(=O)N2CCCCC2)c1 (stereo unspecified),-0.2,-0.1,9.2,-3.8,-0.9,-11.6,-1.0,12.1,8.8
O=C(CSc1ccc2nnc(-c3ccccn3)n2n1)Nc1ccccc1F,9.2,-1.4,3.6,4.5,-8.7,-1.7,-1.1,0.3,0.8

# Sorted by formula weight (high to low): part of the list above.
SMILES,CHRM5 antagonist,CHRM5 agonist,M1 antag,CHRM1 PAM,CHRM5 PAM,CHRM4 antagonist,CHRM1 agonist,TAAR1 ag,M4 ag
CCOC(=O)c1cc2c(c(-c3cccc(C#Cc4ccc(OC)c(OC)c4)c3)n1)[C@@H](CCO)N(S(=O)C(C)(C)C)C2 (stereo partly specified),7.9,2.9,-29.6,6.2,1.6,-9.3,-1.6,3.6,17.1
CC(C)CCN(C(=O)CCSc1ccc(F)cc1)c1c(N)n(Cc2ccccc2)c(=O)[nH]c1=O,-2.2,4.9,-9.5,4.3,3.4,-11.0,0.5,0.2,0.5
O=C(c1cc(COc2ccc(F)cc2F)on1)N1CCCC(c2ccccc2)C1 (stereo unspecified),5.4,-11.9,1.0,-3.7,-12.6,3.2,-5.3,1.4,6.9
Cc1ccc(NC(=O)COC(=O)C2CC2C)c(S(=O)(=O)N2CCCCC2)c1 (stereo unspecified),-0.2,-0.1,9.2,-3.8,-0.9,-11.6,-1.0,12.1,8.8
Cc1sc2nc(C(C)Nc3ccccc3N3CCOCC3)[nH]c(=O)c2c1C (stereo unspecified),4.3,-12.5,3.3,0.8,-21.6,0.9,-2.1,3.2,3.3
O=C(CSc1ccc2nnc(-c3ccccn3)n2n1)Nc1ccccc1F,9.2,-1.4,3.6,4.5,-8.7,-1.7,-1.1,0.3,0.8
